Assay outcomes (PubChem)
Yeast tox = Inhibitors of S. cerevisiae growth, toxicity | growth inhibition, % at 25 µM (by protocol) | S. cerevisiae wild-type growth, A595 turbidity, 16 h | hit rate 0.3% among 30,000;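 active means mutant and wild-type yeast strains alike exhibit over 30% growth inhibition; inconclusive means a strain exceeds 50% while the second remains under 30%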;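 further: 0% = untreated cell controls and 100% = YPD media blanks without cells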
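Test system: Wild-type and eIF2Bepsilon-R284H mutant S. cerevisiae, screened separately | Dosing: Single 25 µM compound dose in 0.2% DMSO | Schedule: 16 h compound exposure during growth at 30 °C | Detection: A595 turbidity | Evaluation: Growth inhibition (%) versus cell controls and blanks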
eIF2B yeast act = modulators of yeast eIF2B activity. AID 688. S. cerevisiae eIF2B-epsilon R284H, GCN4-lacZ luminescence. inhibition, % at 25 µM (by protocol). hit rate 0.91% among 27,000;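 active means mutant luminescence inhibited past about 50% while wild type luminescence and mutant growth stay under set limits, limit read from the data; inconclusive means mutant versus wild type luminescence inhibition gap past a set limit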; further: some compounds called inactive have numbers as strong as hits
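Material – yeast eIF2B-epsilon R284H mutant carrying GCN4–beta-galactosidase fusion · Medium – YPD yeast growth medium · Compound – one concentration, 25 µM, 0.25% DMSO · Times – 16 h at 30 °C exposure · Signal – Beta-Glo luminescence plus absorbance at 595 nm · Read-out – % inhibition of reporter signal and growth versus controls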
Yeast tox inhibition % = also measured in Yeast tox; calls as there; growth inhibition, %; S. cerevisiae eIF2Bepsilon-R284H mutant growth, A595 turbidity, 16 h;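 each compound tested once at 25 µM; 0% equals untreated cells and 100% equals cell-free medium blanks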
eIF2B yeast act mutant toxicity = recorded beside eIF2B yeast act, whose call it bears; growth inhibition, %; measured here: mutant yeast growth, toxicity;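 each compound tested once at 25 µM; zero equals untreated control growth and 100 equals blank medium absorbance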
* hit, by the source's call; ? = inconclusive; . = no result given. These rows are one share of the data. The share of hits here may be higher or lower than overall.

SMILES	eIF2B yeast act	Yeast tox	eIF2B yeast act mutant toxicity	Yeast tox inhibition %
Cc1cccc(OCCn2nc(C(=O)O)c3ccccc3c2=O)c1	.	19	.	9
Cn1c(=O)c2[nH]cnc2n(-c2ccccc2)c1=O	21	1	.	0
Cc1ccc(C(=O)O)cc1S(=O)(=O)N1CCCC1	3	6	17	17
CCc1cc2c(=O)n(-c3ccccc3)cnc2s1	-41	-4	5	5
CC(C)(C)n1nnnc1C(c1cccs1)N(Cc1cccnc1)CC1CCCO1 (stereo not drawn)	.	1	.	-21
Cc1ccc2oc(-c3cccc(NC(=O)c4ccc(Br)o4)c3C)nc2c1	-7	2	14	14
COc1ccc(OC)c(S(=O)(=O)N2CCN(C34CC5CC(CC(C5)C3)C4)CC2)c1	-11	1	5	5
CCOC(=O)CSc1cc(C)nc(N)n1	25	1	3	3
CS(=O)(=O)Nc1ccc(C(=O)NCCSCc2ccco2)cc1	-2	-12	-10	-10
Cc1cccc(N2C(=O)CC(N(C(=O)c3ccco3)c3cccc(C)c3)C2=O)c1 (stereo not drawn)	-2	-11	13	13
O=C1NCCCC2c3c(cc(Br)c(O)c3Br)OC12N1CCCCC1 (stereo not drawn)	18	-2	.	0
Cn1c(=O)[nH]c(=O)c2[nH]c(N(Cc3ccccc3)Cc3ccccc3)nc21	38	0	-3	-3
COc1ccc(NC(C)=O)cc1NC(C)C(=O)Nc1cccc2ccccc12 (stereo not drawn)	22	-31	-10	-10
N#Cc1c(/N=C/c2ccc(Br)s2)sc2c1CCC2	-25	-21	-7	-7
COc1cccc(C(=O)CSc2nnc(-c3cc(OC)cc(OC)c3)o2)c1	5	-46	-23	-23
CC(c1ccccc1)C1CC(=O)N(c2ccc(C(=O)O)cc2)C1=O (stereo not drawn)	37	4	15	15
O=C(CSc1nc2c(c(=O)n1-c1ccc(Cl)cc1)SCC2)NCC1CCCO1 (stereo not drawn)	33	-8	-7	-7
CN(C)CCC(=O)NCC1OCCc2ccccc21 (stereo not drawn)	.	11	.	15
Cc1cc(C)c(NC(=O)c2ccoc2C)c(C)c1	-3	6	10	10
O=C(Nc1cccnc1)c1ccccc1O	.	38	.	18
Cc1nnc(NC(=O)Cc2cccs2)s1	24	16	27	27
COc1ccc(S(=O)(=O)Nc2cc(C)ccc2OC)cc1C	15	-4	.	0
Cc1ccc(C)c(NC2=C(Cl)C(=O)OC2OC(=O)c2ccco2)c1 (stereo not drawn)	20	17	12	12
Cc1cc(C)nc(N2CCC(C(=O)NCC3CCCCC3)CC2)n1	16	14	3	3
CC1(c2ccccc2)NC(=O)N(CC(=O)NCCC2=CCCCC2)C1=O (stereo not drawn)	18	-11	-14	-14
CC(=O)Nc1cccc(C(=O)NC(C)c2ccc(S(N)(=O)=O)cc2)c1 (stereo not drawn)	.	6	.	9
CC(C)(C)n1nnnc1C(c1cccs1)N(Cc1cccnc1)Cc1ccccc1Cl (stereo not drawn)	24	15	-27	-27
Cc1ccc2cc(CN(CCN3CCOCC3)Cc3nnnn3Cc3ccco3)c(=O)[nH]c2c1C	5	8	14	14
O=C(OCc1ccc2c(c1)OCO2)c1ccc(S(=O)(=O)N2CCCC2)cc1	20	15	.	0
O=C1CC(c2ccccc2)CCc2sccc2N1 (stereo not drawn)	8	30	6	6
Cc1cc(C)nc(N(C#N)CCOc2ccccc2)n1	-17	-8	-6	-6
O=C1c2ccccc2C(=O)N1CCn1c(=O)oc2ccccc21	29	.	.	.
COc1ccc(C(=O)Nc2ccc(S(=O)(=O)NC(C)C)cc2)cc1	2	-12	-16	-16
O=C(Cn1nnc(-c2ccc(CN3CCOCC3)cc2)n1)N1CCCc2ccccc21	-53	-7	-5	-5
CCCc1nc2ccccc2n1CCOC	35	28	22	22
O=C(N1CCOCC1)N1CCN(c2ccccc2)CC1	3	9	-10	-10
Cc1cc2oc(=O)cc(CN3CCN(Cc4ccccc4)CC3)c2cc1Cl	19	8	.	0
COc1cc(C2Nc3ccc4ncccc4c3C3=C2C(=O)CC(C)(C)C3)cc(OC)c1O (stereo not drawn)	.	20	.	10
Cc1ccc(NC2=NCC(=O)N2Cc2ccccc2)c(C)c1	33	17	18	18
COc1ccc(CC(=O)Nc2ccc(-c3nnc(-c4ccc(C)cc4)o3)cc2)cc1	-26	27	-3	-3
CCCCP(=O)(CCCC)Cc1ccccc1	10	15	10	10
COc1ccc(Cl)cc1NC(=O)CSc1nc(N2CCCCC2)nc(N2CCCCC2)n1	-15	1	.	0
CN(Cc1ccccc1)S(=O)(=O)c1ccc(OCC(=O)N2CCOCC2)cc1	11	31	-5	-5
CC1(CC(=O)O)SC(=O)NC1=O (stereo not drawn)	.	20	.	-10
OC(COc1ccc(OCc2ccccc2)cc1)CN1CCOCC1 (stereo not drawn)	1	4	11	11
CCOc1cc2[nH]c(=S)n(CCN3CCCCC3CC)c(=O)c2cc1OCC (stereo not drawn)	21	17	13	13
Cc1cc(SCC#N)n2nc(C)c(-c3ccccc3)c2n1	2	6	7	7
C=CCn1c(SCC(=O)Nc2sccc2C(N)=O)nc2sc(CC)cc2c1=O	-5	2	-14	-14
COc1ccccc1NC(=O)c1c(C)cc(=O)oc1C	19	22	.	0
COCCCn1c(=O)c2ccccc2c2ccccc2c1=O	-10	4	14	14
Cc1ccc(C(=O)O)cc1-c1ccc(/C=C2/NC(=O)N(c3ccccc3)C2=O)o1	5	15	11	11
Cc1c(C)c2cc(Cl)c(O)c(CN3CCN(C)CC3)c2oc1=O	-43	6	7	7
Cn1c(Cc2csc(N)n2)nnc1SC/C=C/c1ccccc1	5	12	10	10
O=C(NC1CCCC1)C(c1ccccc1)N(C(=O)c1ccco1)C1CCCC1 (stereo not drawn)	8	-13	-7	-7
Nc1c(C(=O)NCc2ccco2)nnn1CC(=O)Nc1ccccc1	.	17	.	18
CC1(C)CC(=O)C(C=NCCN2CCN(C(=O)c3ccccc3)CC2)=C(O)C1	24	-4	-9	-9
COCC(C)n1c(C)cc(C(=O)CN2C(=O)NC(Cc3c[nH]c4ccccc34)C2=O)c1C (stereo not drawn)	.	0	.	9
CCCCCCNCCn1cnc2c(N)ncnc21	37	15	.	0
Cc1cc(C(=O)Nc2sc3c(c2C#N)CCC3)no1	17	.	.	.
c1cnc(SCCOc2cccc3ccccc23)nc1	.	16	.	11

Given with each value named: 4 of the compounds above.
> Nc1c(C(=O)NCc2ccco2)nnn1CC(=O)Nc1ccccc1
  eIF2B yeast act: .; Yeast tox: 17; eIF2B yeast act mutant toxicity: .; Yeast tox inhibition %: 18

> COCCCn1c(=O)c2ccccc2c2ccccc2c1=O
  eIF2B yeast act: -10; Yeast tox: 4; eIF2B yeast act mutant toxicity: 14; Yeast tox inhibition %: 14

> O=C(NC1CCCC1)C(c1ccccc1)N(C(=O)c1ccco1)C1CCCC1 (stereo not drawn)
  eIF2B yeast act: 8; Yeast tox: -13; eIF2B yeast act mutant toxicity: -7; Yeast tox inhibition %: -7

> Cc1c(C)c2cc(Cl)c(O)c(CN3CCN(C)CC3)c2oc1=O
  eIF2B yeast act: -43; Yeast tox: 6; eIF2B yeast act mutant toxicity: 7; Yeast tox inhibition %: 7

The list continues.
SMILES	eIF2B yeast act	Yeast tox	eIF2B yeast act mutant toxicity	Yeast tox inhibition %
O=C(O)c1n[nH]c2ccccc12	6	.	.	.
CCOC(=O)Cc1c(C)nc2cc(-c3ccc(C)cc3)[nH]n2c1=O	.	11	.	19
O=C(O)CCc1nn2c3ccccc3nc2n(CCN2CCCCC2)c1=O	18	-3	-10	-10
CCOC(=O)N1CCN(C(=O)Cn2ccc3ccccc3c2=O)CC1	26	4	-18	-18
C=CCn1c(SCC(=O)Nc2ccc3c(c2)OCO3)nnc1-c1ccccc1	26	4	4	4
CCOC(=O)c1c(NC(=O)CSc2nnnn2-c2ccc(OC)cc2)sc(C)c1C	.	?	.	.
O=C(OCC(=O)N1CCN(C(=O)c2ccco2)CC1)c1cc(-c2ccco2)nc2ccccc12	.	-5	.	9
O=C(Cn1nnc(-c2cccs2)n1)N1c2ccccc2Sc2ccc(C(F)(F)F)cc21	-2	7	-16	-16
CC(C)COc1ccccc1C(=O)NC(CO)C(=O)O (stereo not drawn)	.	14	.	15
COc1ccccc1NC(=O)CSc1nc(O)cc(=O)n1C	53*	-21	.	4
COC(=O)c1cc2occc2n1CC(=O)N(C)C1CCCCC1	35	9	-3	-3
CSc1nc2ccc(NC(=O)C3CC(=O)N(Cc4ccccc4)C3)cc2s1 (stereo not drawn)	14	-3	-2	-2
CCOC(=O)C1CCN(C(=O)CNC(=O)OC(C)(C)C)CC1	-7	-15	-14	-14
CCCN(CC1CC1)C(=O)Nc1ccccc1C	20	-5	12	12
CCSc1cc(C)nc2c(-c3ccccc3)c(C)nn12	1	-21	10	10
C=CCNc1sc(C(=O)c2ccccc2)c(N)c1-c1nc2ccccc2s1	8	-7	-5	-5
CC(OC(=O)Cn1c(C(F)(F)F)nc2ccccc21)C(N)=O (stereo not drawn)	.	28	.	18
Cc1ccc2nc(SCC(=O)Nc3ccccc3N3CCOCC3)c(C#N)cc2c1	10	-50	13	13
CC(=O)NC(CCS(C)(=O)=O)C(=O)N1CCc2ccccc21 (stereo not drawn)	-9	9	-5	-5
CCCCc1cc(=O)oc2c(CN(C)C)c(O)c(Cl)cc12	-13	14	.	0
CN(C)CCCN1c2ccccc2Sc2ccc(Cl)cc21	13	-31	-10	-10
CN(C)S(=O)(=O)c1ccc(N2CCOCC2)nc1	2	6	4	4
CC1CN(S(=O)(=O)c2cccc(-c3csc(-c4ccccc4)n3)c2)CC(C)O1 (stereo not drawn)	-21	-25	-5	-5
COc1cccc(OCCOc2ccccc2OC(C)C)c1	.	11	.	15
CCN(CC)c1ncnc2c1sc1nc(C)cc(C)c12	-3	45	.	0
Cc1ccc(S(=O)(=O)N2CCN(S(=O)(=O)N3CCOCC3)CC2)cc1C	-9	17	12	12
c1nc(NC2CCCCC2)c2[nH]cnc2n1	25	.	.	.
O=C(C1CCN(S(=O)(=O)c2cccc3nsnc23)CC1)N1CC=C(c2ccccc2)CC1	-6	24	-2	-2
CCOc1cccc(NC(=O)C2CCCN(S(=O)(=O)c3ccc(OC)cc3)C2)c1 (stereo not drawn)	15	-5	-2	-2
O=C(Cn1c(=O)oc2ccccc21)NC(=O)NCc1ccccc1	.	12	.	15
CCC(=O)N1c2ccc(S(=O)(=O)CCC(=O)N3CCn4c3nc3ccccc34)cc2CC1C (stereo not drawn)	22	-11	18	18
Cc1c(Nc2nc3ccccc3nc2NS(=O)(=O)c2cccs2)c(=O)n(-c2ccccc2)n1C	-33	1	5	5
CCCN(CCC(=O)Nc1cc(OC)cc(OC)c1)CC1CC1	-9	6	-8	-8
CCOC(=O)N1CCC(n2c(SCC(=O)NCCC3=CCCCC3)nc3ccccc3c2=O)CC1	23	6	.	0
Cc1cccc(-n2c(O)c(C=NC3CCS(=O)(=O)C3)c3ccccc3c2=O)c1 (stereo not drawn)	.	9	.	13
CCC(=O)N1CCc2cc(Br)cc(S(=O)(=O)N3CCN(c4ccccn4)CC3)c21	8	-47	-15	-15
CSc1nc(C)cc(OCCO)n1	.	-4	.	8
O=C1c2ccccc2C(=O)N1Cc1ccco1	-6	-3	12	12
CCCCNC(=O)N1CCOCCOCCN(C(=O)NCCCC)CCOCC1	21	11	4	4
O=c1/c(=C\c2ccc3c(c2)OCO3)sc2n1CCCN=2	26	.	.	.
CC(Oc1ccccc1)c1ccnn1S(C)(=O)=O (stereo not drawn)	9	39	16	16
O=C1CN(c2ccccc2F)C(=O)CN1c1ccccc1F	-16	.	.	.
CCC(=O)Nc1ccc2c(c1)OCCO2	12	35	-11	-11
COCCCNC(=O)CCCC(=O)NCCCOC	5	14	10	10
O=C(CCN1CCc2ccccc2C1)c1ccc2c(c1)OCCO2	17	14	24	24
COC(=O)[C@H](Cc1ccccc1)NC(=O)NCCc1ccc(S(N)(=O)=O)cc1	-45	-4	23	23
O=C1CCCN1c1ccc(S(=O)(=O)NCCc2ccc(Cl)cc2)cc1	27	7	5	5
C=CCN1C(=O)C(O)(CC(=O)c2ccc(OC)cc2OC)c2cc(Br)ccc21 (stereo not drawn)	25	-1	-4	-4
Cc1cccc(S(=O)(=O)C(C#N)c2nc3ccccc3nc2N2CCCC2)c1 (stereo not drawn)	14	3	-4	-4
Cc1csc(=NC(=O)c2ccccc2)n1C	-7	0	14	14
CCOC(=O)c1cc2c(ccn2C)n1CC(=O)N1CCN(c2ccc(F)cc2)CC1	21	10	15	15
